Screening results (PubChem)
aSyn yeast rescue = alpha-synuclein toxicity suppression in yeast; Potency, µM (doses to about 46.1 µM), for inactives: top-dose growth rescue (activation), usual class: activators; AID 1347070; actives 0.02% (n = 94,000); S. cerevisiae alpha-synuclein toxicity rescue, BacTiter-Glo growth, 24 h; active means well fitted activation curve with a large enough effect; inconclusive means small, poorly fitted or top-dose-only effect; further: 0% is about no effect
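Growth restoration measured by BacTiter-Glo luminescence after 24 hr at 30 deg C; alpha-synuclein yeast, raffinose-pregrown to mid-log, were added at OD600=0.02 in galactose medium onto pinned compounds.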
Active calls of the source: *; ? = inconclusive; [ ] = dose if it differs, or a comment. Potency means the concentration at half of the fitted maximal effect.

> C[n+]1c(-c2ccccc2)cc(-c2ccc(O)cc2)cc1-c1ccccc1
- aSyn yeast rescue: 5%

> CC1(CCCc2ccc(N(CCCl)CCCl)cc2)NC(=O)NC1=O (stereo not drawn)
- aSyn yeast rescue: 3%

> Cc1ccc(OCC(=O)Nc2ccc(Cl)cc2C(=O)c2ccccc2)cc1
- aSyn yeast rescue: 1%

> COc1cccc(-n2c(/C=C/c3cccc(C)c3)nc3ccccc3c2=O)c1
- aSyn yeast rescue: ?

> O=C(c1cccc(C(F)(F)F)c1)C1CCCN(Cc2ccccc2O)C1 (stereo not drawn)
- aSyn yeast rescue: -2%

> CCOc1cc(CNCCc2c[nH]c3ccccc23)cc(Cl)c1OC
- aSyn yeast rescue: 3%

> CCCCc1ccc(NC2=NCCCS2)cc1
- aSyn yeast rescue: 7%

> O=c1c2ccccc2nc(-c2ccccc2)n1-c1nccs1
- aSyn yeast rescue: -3%

> CCCc1nc(SC)ncc1C(=O)Nc1ccc(Cl)cc1C(=O)c1ccccc1
- aSyn yeast rescue: -5%

> O=c1[nH]c(O)c(N=Nc2ccc3c(c2)OCCO3)c(=O)[nH]1
- aSyn yeast rescue: -13%

> CCc1nc(SC)ncc1C(=O)Nc1ccc(Cl)cc1C(=O)c1ccccc1
- aSyn yeast rescue: 1%

> COc1ccc(N2C(=O)NC(=O)/C(=C\c3cn(CC(=O)N4CCOCC4)c4ccccc34)C2=O)c(OC)c1
- aSyn yeast rescue: 0%

> CCc1nnc(NS(=O)(=O)c2ccc(N=Cc3c(O)n(-c4ccccc4)c(=O)[nH]c3=O)cc2)s1
- aSyn yeast rescue: 0%

> COc1ccc(OC(=O)N(C)C[C@@H]2OCc3cnnn3CCCC(=O)N([C@@H](C)CO)C[C@@H]2C)cc1
- aSyn yeast rescue: 5%

> COc1ccc(CC2(CCc3ccncc3)C(=O)NC(=O)NC2=O)cc1
- aSyn yeast rescue: 8%

> Cc1cc(OC(=O)N(C)C)n(-c2ccccc2)n1
- aSyn yeast rescue: 6%

> CN(C)c1nc(N(C)C)nc(N(C#N)CCCl)n1
- aSyn yeast rescue: 1%

> CCOc1ccc2nc(NC(=O)c3cccn(Cc4ccccc4C)c3=O)sc2c1
- aSyn yeast rescue: -1%

> CCCC1=Nc2cc(C(=O)NCCCN(CC)CC)ccc2Sc2ccccc21
- aSyn yeast rescue: -3%

> CCOC(=O)c1c(C)n(C(C)C)c2ccc(OC(=O)c3ccc(N4C(=O)CCC4=O)cc3)cc12
- aSyn yeast rescue: -8%

> CC(=CCOc1ccc2ccc(=O)oc2c1)C1=CC(=O)C(C)(C)O1
- aSyn yeast rescue: 10%

> Cc1cccc(CN2CC=C(c3noc(CCC(=O)Nc4ccc(C)c(F)c4)n3)CC2)c1
- aSyn yeast rescue: 2%

> O=C(Cc1ccccc1)OCC(=O)N1CCN(S(=O)(=O)c2ccc(Cl)cc2)CC1
- aSyn yeast rescue: 2%

> c1ccc2nc(OCCN3CC3)ccc2c1
- aSyn yeast rescue: 10%

> COc1ccc(/C=C2\C(=O)NC(=S)N(C)C2=O)cc1C
- aSyn yeast rescue: 11%

> CSc1ccc(C(c2c(O)c3ccccc3oc2=O)c2c(C)n(C)n(-c3ccccc3)c2=O)cc1 (stereo not drawn)
- aSyn yeast rescue: -3%

> C=CCn1c(O)c(C(C)=NCc2ccc3c(c2)OCO3)c(=O)[nH]c1=O
- aSyn yeast rescue: -7%

> Cc1ccc(-n2c(=S)[nH]c3ccccc3c2=O)cc1F
- aSyn yeast rescue: 0%

> CCOc1ccc(CN(CCc2ccc3c(c2)OCO3)Cc2cccc(C)c2)cc1
- aSyn yeast rescue: -7%

> CCOP(=O)(OCC)C(O)c1cccnc1 (stereo not drawn)
- aSyn yeast rescue: -1%

> COc1ccc(CCN)cc1OC
- aSyn yeast rescue: -1%

> CCCC(C)n1[nH]c(=O)c2c1NC(=O)CSC2c1ccccc1 (stereo not drawn)
- aSyn yeast rescue: 10%

> CCCCn1c(O)c(C(C)=Nc2ccc3c(c2)CCC3)c(=O)[nH]c1=O
- aSyn yeast rescue: -3%

> COC(=O)Cn1cc(C=C2C(=O)NC(=O)NC2=O)c2ccccc21
- aSyn yeast rescue: 14%

> COc1ccc(-c2nc(CN3C(=O)CN=C(c4ccccc4Cl)c4cc(Cl)ccc43)c(C)o2)cc1OC
- aSyn yeast rescue: -9%

> CCCc1ccc(OCC(=O)Nc2ccc(Cl)cc2C(=O)c2ccccc2)cc1
- aSyn yeast rescue: 4%

> CCOc1ccc(CC2(CCc3ccncc3)C(=O)NC(=O)NC2=O)cc1
- aSyn yeast rescue: -2%

> Cc1cccc(Cn2cccc(C(=O)Nc3cc(C)on3)c2=O)c1
- aSyn yeast rescue: -8%

> Cc1ccc(-c2nn(Cc3ccccc3)cc2C(=O)O)cc1
- aSyn yeast rescue: 12%

> CN1CCN(c2nc(N)cc(=O)[nH]2)CC1
- aSyn yeast rescue: 2%

> O=[N+]([O-])c1ccc(N2CCCC(C(F)(F)F)C2)c2ccncc12 (stereo not drawn)
- aSyn yeast rescue: 12%

> CCC1(C(=O)c2ccc(C)cc2)C2c3ccccc3OC(=O)C21C(=O)O (stereo not drawn)
- aSyn yeast rescue: -9%

> CC1CN(CC(=O)c2ccccc2Cl)CC(C)O1 (stereo not drawn)
- aSyn yeast rescue: 8%

> Nc1cc(C(=O)Nc2ccccc2F)ccc1N1CC2CC(C1)c1cccc(=O)n1C2 (stereo not drawn)
- aSyn yeast rescue: -8%

> CCOc1c(Cl)cc(CNCCc2c[nH]c3ccccc23)cc1OC
- aSyn yeast rescue: 2%

> CN1CC(C(=O)c2ccc(Cl)cc2)C(c2ccccc2)C1 (stereo not drawn)
- aSyn yeast rescue: 6%

> Cc1ccc(-n2c(/C=C/c3cccc4ccccc34)nc3ccccc3c2=O)cc1
- aSyn yeast rescue: 1%

> COc1ccc(/C=N\N=C(N)N)cc1
- aSyn yeast rescue: 2%

> C=Cc1ccc(Cn2c(C)c(CNCCc3cc(OC)ccc3OC)c(C(=O)O)c2C)cc1
- aSyn yeast rescue: 18%

> CCC(=O)C(CCN1CCOCC1)(c1ccccc1)c1ccccc1
- aSyn yeast rescue: 7%

> O=c1[nH]c(=S)[nH]c(O)c1N=Nc1ccc2c(c1)OCCO2
- aSyn yeast rescue: -12%

> CCC(C)N1C(=O)/C(=C\c2cnc(N(C)C)nc2)C(=O)NC1=S (stereo not drawn)
- aSyn yeast rescue: 9%

> Cc1cccc(OP(N)(N)=O)c1C
- aSyn yeast rescue: 3%

> C1CN(P2(N3CC3)=NP(N3CC3)(N3CC3)=NP(N3CC3)(N3CC3)=N2)CCO1 (stereo not drawn)
- aSyn yeast rescue: -2%

> Cc1nc2ccc(Br)cc2c(=O)n1-c1ccc([N+](=O)[O-])c(C(F)(F)F)c1
- aSyn yeast rescue: 0%

> O=C(Nc1ccccc1)c1c(O)c2c(n(Cc3ccco3)c1=O)CCCC2
- aSyn yeast rescue: -10%

> CCOC(=O)c1cccc(C2=C(CNC(=O)c3ocnc3C)[C@H]3CC[C@@H](C2)N3Cc2ccccc2)c1
- aSyn yeast rescue: 2%

> CC(=O)Nc1ccc(S(=O)(=O)N2Cc3ccccc3-n3nncc3C2)cc1
- aSyn yeast rescue: 7%

> Cc1nn(Cc2ccccc2)c(C)c1C(=O)OCC(=O)Nc1cccc(S(N)(=O)=O)c1
- aSyn yeast rescue: 0%

> CCCCCn1c(=O)c(C(=O)Nc2nc(CC(=O)OCC)cs2)c(O)c2ccccc21
- aSyn yeast rescue: 1%

> C=CCNC(=S)N1Cc2ccccc2-n2nncc2C1
- aSyn yeast rescue: -9%

> Cc1ccc(S(=O)(=O)Oc2ccccc2C=C2C(=O)NC(=O)NC2=O)cc1
- aSyn yeast rescue: -50%[inhibitor]

> CN1CCN(c2ccc(N)cc2Cl)CC1
- aSyn yeast rescue: -4%

> O=C(c1cc(C(=O)NCc2ccc(Cl)cc2)c(=O)n(Cc2ccc(Cl)cc2)c1)c1cc(F)ccc1O
- aSyn yeast rescue: 4%

> CCOC(=O)/C(=N\Nc1ccccc1)N1CC1
- aSyn yeast rescue: 12%

> COc1ccc(NC(=O)c2cc([N+](=O)[O-])ccc2N2CCNCC2)cc1
- aSyn yeast rescue: -3%

> COC(=O)C1=C(c2ccc(OCc3ccccc3)c(F)c2)C[C@@H]2CC[C@H]1N2C
- aSyn yeast rescue: 1%

> O=C(NCCN1CCOCC1)c1ccc(Cl)nc1
- aSyn yeast rescue: 2%

> Nc1cccc(SC2CC(=O)N(c3ccc(Cl)cc3C(=O)c3ccccc3)C2=O)c1 (stereo not drawn)
- aSyn yeast rescue: 0%

> CC1CC2CC(=O)CCC2(C)C2CCC3(C)C(O)CCC3C12 (stereo not drawn)
- aSyn yeast rescue: 2%

> CC(C)c1ccc(C(c2c(O)c3ccccc3oc2=O)c2c(O)c3ccccc3oc2=O)cc1
- aSyn yeast rescue: 16%

> CC(=NCCc1ccccc1)c1c(O)n(C)c(=O)n(C)c1=O
- aSyn yeast rescue: 1%

> CN1C(=O)C(=Cc2cn(CC(=O)N3CCCC3)c3ccccc23)C(=O)N(C)C1=O
- aSyn yeast rescue: -8%

> C[C@@H]1CN([C@@H](C)CO)C(=O)CCCn2nncc2CO[C@H]1CN(C)C(=O)Oc1ccc2ccccc2c1
- aSyn yeast rescue: 4%

> O=C(O)c1nn(Cc2ccc(Cl)cc2)c2ccccc12
- aSyn yeast rescue: 0%

> O=c1c2ccccc2nc(/C=C\c2ccccc2F)n1-c1ccc(O)cc1
- aSyn yeast rescue: -4%

> Cc1cc(OCc2ccc([N+](=O)[O-])cc2)c2c3c(c(=O)oc2c1)CCCC3
- aSyn yeast rescue: 2%

> CC(C)CCNC(=O)CN1C(=O)CN=C(c2ccccc2)c2ccccc21
- aSyn yeast rescue: -8%

> COc1ccc(/C=C2/C(=O)NC(=O)N(c3ccc(C)c(C)c3)C2=O)cc1CN1C(=O)c2ccccc2C1=O
- aSyn yeast rescue: 18%

> COc1ccc(O)c(CN2CCCC(C(=O)c3sccc3C)C2)c1 (stereo not drawn)
- aSyn yeast rescue: 1%

> O=C(c1cc(F)ccc1F)C1CCCN(Cc2ccc3nonc3c2)C1 (stereo not drawn)
- aSyn yeast rescue: 9%

> O=C1C2CCN(CC2)C12CC2c1ccc(C(F)(F)F)cc1 (stereo not drawn)
- aSyn yeast rescue: -1%

> O[C@@H]1CCCN2CCc3c([nH]c4ccccc34)[C@H]12
- aSyn yeast rescue: 1%

> CCOc1ccc(CN(CCc2ccc3c(c2)OCO3)Cc2ccc(C)cc2)cc1
- aSyn yeast rescue: -13%

> Cc1cccc(CN2CCCN(Cc3ccc(Cl)cc3)S2(=O)=O)c1
- aSyn yeast rescue: -4%

> O=C(Nc1ccc2c(c1)OCCO2)c1cccn(Cc2cccc(F)c2)c1=O
- aSyn yeast rescue: 4%

> C1CCC2S[C@H]3CCCCC3NC2C1 (stereo partly drawn)
- aSyn yeast rescue: 10%

> CCC12CN3CC(CC)(CN(C1)C3c1c(C)[nH]c(=O)[nH]c1=O)C2=O (stereo not drawn)
- aSyn yeast rescue: 1%

> CN(C)/C=C1/C(=O)NC(=O)N(CCNc2ncc(C(F)(F)F)cc2Cl)C1=O
- aSyn yeast rescue: 3%

> Cc1ccc2n1Cc1cnnn1-c1ccccc1-2
- aSyn yeast rescue: 9%

> O=C(Cc1ccccc1)NC(Cc1ccc(Cl)cc1)C(=O)O (stereo not drawn)
- aSyn yeast rescue: -6%

> Fc1ccc(Cn2nnnc2CN2CCC(n3nnc4cc(C(F)(F)F)ccc43)CC2)cc1
- aSyn yeast rescue: 0%

> Cc1ccc(NC(=O)N(Cc2ccc3c(c2)OCO3)C2CCN(Cc3ccccc3)CC2)cc1Cl
- aSyn yeast rescue: -19%

> COc1ccc(-n2c(O)c(C=NCc3ccc4c(c3)OCO4)c(=O)[nH]c2=O)cc1
- aSyn yeast rescue: -1%

> Cc1ccc(NC(=O)Cn2cc(C(=O)c3ccccc3)c3ccccc32)c(C)c1
- aSyn yeast rescue: 30%

> COCCCn1c(-c2ccc(OC)cc2)cc(C(=O)NC2CCCCCCC2)c1C
- aSyn yeast rescue: 18%

> CC(C)COC(=O)c1ccccc1C(=O)OCC(C)C
- aSyn yeast rescue: -3%

> Cc1cc(-n2c(/C=C/c3cccs3)nc3ccccc3c2=O)ccc1Br
- aSyn yeast rescue: -2%

> COc1ccccc1CN1CCNCC1
- aSyn yeast rescue: 3%

> COc1cc2[nH]c(=O)n(-c3ccc(C)cc3)c(=O)c2cc1OC
- aSyn yeast rescue: 3%

> c1cncc(C2CCCCN2)c1 (stereo not drawn)
- aSyn yeast rescue: 3%

> O=c1cccc2n1CC1CC2CN(C(c2cccc(F)c2)c2sc3ncnn3c2O)C1 (stereo not drawn)
- aSyn yeast rescue: -2%

> CC(=O)c1cccc(NC2=NCC(C)S2)c1 (stereo not drawn)
- aSyn yeast rescue: -1%

> CCN1CCN(C(=O)COc2ccc(S(=O)(=O)N3CCOCC3)cc2C)CC1
- aSyn yeast rescue: -1%

> O=C1NC(=O)N(Cc2ccccc2)C(=O)/C1=C/c1cnc(-c2ccccc2)nc1
- aSyn yeast rescue: -2%

> N#CC1c2ccccc2C=CN1C(=O)c1ccc(N(CCCl)CCCl)cc1 (stereo not drawn)
- aSyn yeast rescue: ?

> CN1CCN(c2nc(N)c(Br)c(Cl)n2)CC1
- aSyn yeast rescue: 3%

> CS(=O)(=O)c1ccc(C2=C(CNC(=O)c3cccs3)[C@H]3CC[C@@H](C2)N3Cc2ccco2)cc1
- aSyn yeast rescue: -4%

> C1CC2NCCC3NCCC(N1)N32 (stereo not drawn)
- aSyn yeast rescue: -4%

> O=C1C2C3CCC(O3)C2C(=O)N1CCO (stereo not drawn)
- aSyn yeast rescue: -2%

> Cc1c(C=O)c2ccccc2n1Cc1ccc(F)cc1
- aSyn yeast rescue: 13%

> Cc1ccccc1-c1nn2c(=O)cc(CN3CCN(C(=O)COc4ccccc4Cl)CC3)nc2s1
- aSyn yeast rescue: 3%

An excerpt. The share of hits here may be higher or lower than overall.
